Lamin A splicing = qHTS Assay for Modulators of Lamin A Splicing; HeLa LMNA splicing GFP/RFP minigene ratio, 48 h; Potency, µM (top dose mostly 46.1 µM), for inactives: at the top dose ratio change, negative = inhibition, hits mostly inhibitors; 200,000 tested, 0.01% active; AID 1487, 2009; active = well fitted inhibition curve with a large enough effect in the signal ratio, with a control signal flat, not every such curve was filed as active; inconclusive = small, poorly fitted or top-dose-only effect, or effect the other way, or a change in a side signal; the % refers to the signal ratio; also: potency is read from the fitted curve at half-maximal effect; % is scaled to controls: 0 for no effect and ±100 for the full control effect
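S3 HeLa cells stably expressing lamin A-EGFP splicing minigene plus DsRed2, 600 cells/well, 48 h compound exposure at 37C. Laser-scanning cytometry; analysed as GFP (500-530 nm)/RFP (575-640 nm) total intensity ratio; 0.5% DMSO vehicle.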
GAA inhib = qHTS Assay for Inhibitors of Human alpha-Glucosidase as a Potential Chaperone Treatment of Pompe Disease | Lysosomal alpha-glucosidase (Homo sapiens), P10253 | purified human GAA, 4-MU-alpha-glucoside fluorescence | Potency, µM (top dose mostly 76.9 µM), for the others: at the top dose activity change, negative = inhibition, actives largely listed as inhibitors | 200,000 tested, 0.005% active | AID 1466, 2008;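 also: potency is read from the fitted curve at half-maximal effect; plate controls were uninhibited enzyme wells for no effect and no-enzyme background for full effect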
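Human alpha-glucosidase, 4 nM, pre-mixed with test compounds before 400 uM 4-methylumbelliferyl substrate; 20 min room temperature at pH 5.0. Fluorescence read after pH 10 stop; AC50 values from Hill-equation fits.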
GAA glycogen mod = qHTS Assay for Inhibitors and Activators of Human alpha-Glucosidase Cleavage of Glycogen. Lysosomal alpha-glucosidase (Homo sapiens), P10253. recombinant GAA, glycogen substrate, Amplex Red glucose oxidase fluorescence. Potency, µM (doses to about 76.4 µM), without a hit: at the highest dose activity change, negative = inhibition, actives largely listed as inhibitors. 300,000 tested, 0.38% active. AID 2100, 2009;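 also: potency is read from the fitted curve at half-maximal effect; 0% = full enzyme reaction and -100% = no-enzyme basal signal; the screen sought inhibitors and activators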
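Recombinant human enzyme (4 nM); glycogen substrate; 37 C, 40 min, pH 5.0. Readout: coupled glucose oxidase/Amplex Red fluorescence.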
HTT aggregate = qHTS Multiplex Assay to Identify Dual Action Probes in a Cell Model of Huntington: Aggregate Formation (GFP); 220,000 tested, 1.1% active; AID 1688, 2009; PC12 HttQ103-GFP aggregates, Acumen cytometry, 40 h; Potency, µM (titrated, usually from 46.1 µM), without a hit: top-dose activity change, negative = inhibition, most hits filed as inhibitors; also: potency is read from the fitted curve at half-maximal effect; % is scaled to controls: 0 for no effect and ±100 for the full control effect; nearly all actives have a fitted effect of over 60% in size
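Aggregates are detected as GFP objects 1–25 µm with signal 6 STDEV over background in lysates of induced PC12 cells. These carry Huntingtin exon 1 with 103 glutamines fused to GFP under an ecdysone promoter; compounds titrated.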
HTT cytoprotect = qHTS Multiplex Assay to Identify Dual Action Probes in a Cell Model of Huntington: Cytoprotection (ATP); PC12 HTT-Q103 induced, cytoprotection, ATP luminescence, 40 h; Potency, µM (top dose mostly 56.4 µM), for inactives: cytoprotection (ATP increase), most hits filed as activators; 230,000 tested, 0.14% active;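 also: potency is read from the fitted curve at half-maximal effect; % of control where 0% means no effect; nearly all actives have a fitted effect of over 45% in size; toxic huntingtin expression switched on by the ecdysone agonist tebufenozide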
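PC12 cells with ecdysone-inducible HTT exon 1 Q103-GFP, induced with 100 nM tebufenozide and co-treated with library compounds in a dose series (1536-well, 1500 cells/well). Cytoprotection read as ATP content by ATPlite luminescence.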
CBFb RUNX1 block = qHTS Assay for Compounds Blocking the Interaction Between CBF-beta and RUNX1 for the Treatment of Acute Myeloid Leukemia. Runt-related transcription factor 1 (Homo sapiens) + Core-binding factor subunit beta …. AlphaScreen CBFb-His/RUNX1-biotin binding, biochemical. Potency, µM (doses to about 59.8 µM), without a hit: at the highest dose activity, negative = inhibition, hits mostly inhibitors. 230,000 tested, under 10 active. AID 1477, 2009; also: % of control where 0% means no effect
Target sequence (Q01196 whole entry, looked up): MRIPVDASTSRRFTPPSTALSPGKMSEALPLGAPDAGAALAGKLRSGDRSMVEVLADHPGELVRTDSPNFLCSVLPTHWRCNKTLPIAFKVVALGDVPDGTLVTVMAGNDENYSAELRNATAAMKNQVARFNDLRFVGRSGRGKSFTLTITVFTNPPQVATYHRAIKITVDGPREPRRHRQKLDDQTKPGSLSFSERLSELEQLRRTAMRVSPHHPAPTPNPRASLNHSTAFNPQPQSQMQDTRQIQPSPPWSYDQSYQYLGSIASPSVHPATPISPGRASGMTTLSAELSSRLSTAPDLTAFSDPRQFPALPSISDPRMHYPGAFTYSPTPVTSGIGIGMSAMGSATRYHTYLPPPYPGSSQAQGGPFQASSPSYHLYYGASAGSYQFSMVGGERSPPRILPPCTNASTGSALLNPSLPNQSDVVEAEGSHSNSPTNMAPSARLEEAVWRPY
Target sequence (Q13951 whole entry, looked up): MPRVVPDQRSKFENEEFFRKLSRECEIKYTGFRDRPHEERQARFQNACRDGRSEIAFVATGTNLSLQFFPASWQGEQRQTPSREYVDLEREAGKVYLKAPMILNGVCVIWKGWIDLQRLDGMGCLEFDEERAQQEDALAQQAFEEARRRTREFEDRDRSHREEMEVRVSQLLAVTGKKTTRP
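His-tagged CBF-beta and biotinylated RUNX1 (30 nM each) were premixed 20 min at room temperature, exposed to compound for 15 min, then given nickel-chelate and streptavidin AlphaScreen beads (50 ng each). After 90 min, AlphaScreen signal was read.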
GAA spleen mod = qHTS Assay for Inhibitors and Activators of Human alpha-Glucosidase From Spleen Homogenate; AID 2112, 2009; 240,000 tested, 0.006% active; Lysosomal alpha-glucosidase (Homo sapiens), P10253; Potency, µM (highest dose often 79.9 µM), for the others: at the top dose activity change, negative = inhibition, most hits filed as inhibitors; human spleen homogenate, 4-MU-alpha-glucoside fluorescence;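 also: potency is read from the fitted curve at half-maximal effect; 0% = enzyme with vehicle and -100% = no enzyme basal signal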
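Human spleen homogenate (1 ug) incubated with compounds and 1 mM 4-methylumbelliferyl-alpha-D-glucopyranoside in pH 5.0 citrate/phosphate buffer, 37 C, 40 min. Stopped at pH 10; 4-MU fluorescence (Ex 365/Em 440 nm); AC50 by Hill fit.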
* = called active by the depositor; ? = inconclusive; . = no result given; [ ] = dose if it differs, or a comment. Unless noted, calls follow the shape of the dose curve; as a rule, active = well fitted curve in the direction sought with a large enough effect; inconclusive = small, poorly fitted or top-dose-only effect, or another doubt; inactive = no such curve, though single readings can be large; an effect the other way counts as inactive or inconclusive.

#1 COC(=O)C(NNc1ccccc1C)(NC(=O)c1ccc(F)cc1)C(F)(F)F (stereo not drawn)
#2 CCOC(=O)CSc1ncc(OC)c(=O)[nH]1
#3 COc1cc(C2CC(=O)Oc3cc(C)cc(C)c32)cc(OC)c1OC (stereo not drawn)
#4 O=C1/C(=C\c2ccc(O)c(O)c2)C(c2ccccc2)=NN1c1ccccc1
#5 COc1ccc(OC)c(NC(=O)CN(Cc2ccc(Cl)cc2)S(C)(=O)=O)c1
#6 COc1cccc(-n2ccnc2SCC(=O)NCc2ccccc2)c1
#7 CCN(CC)S(=O)(=O)N1CCN(S(=O)(=O)N2CCOCC2)CC1
#8 Cc1ccccc1OCC(O)Cn1c(Br)nc2c1c(=O)[nH]c(=O)n2C (stereo not drawn)

screen / no.	1	2	3	4	5	6	7	8
Lamin A splicing	?	1%	.	0%[46 µM]	?	3%	.	.
GAA inhib	-12%	11%	.	4%	-6%	-4%	-1%	-14%
GAA glycogen mod	-22%	-5%	.	4µM*	-11%	2%	7%	-12%
HTT aggregate	-29%	-4%	.	20%[9.22 µM]	-24%[9.22 µM]	14%	.	0%
HTT cytoprotect	9%	9%[10 µM]	25%	-140%[inhibitor]	-4%[10 µM]	-2%	.	-20%
CBFb RUNX1 block	3%	4%	20%[89.1 µM]	?	-6%	-4%	-2%	-4%
GAA spleen mod	-8%	-13%	-2%[119 µM]	-2%	-12%	-3%	2%	.

#9 COC(=O)c1sc(N2C(=O)C(O)=C(C(=O)c3ccc(C)o3)C2c2ccc(F)cc2)nc1C (stereo not drawn)
#10 CS(=O)(=O)N(CC(=O)N1CCCCC1)C1CCCCC1
#11 Nc1[nH]nc2nc(N3CCCC3)nc(-c3ccccc3)c12
#12 CCc1ccc(N=CC2=C(O)CC(c3ccco3)CC2=O)cc1 (stereo not drawn)
#13 Cc1ccc(-c2cn(S(=O)(=O)c3ccc(C)cc3)nc2N)cc1
#14 CN(C)S(=O)(=O)Oc1ccc(C(=O)Nc2cccc(Cl)c2)cc1
#15 C=CCc1c(C)[nH]c(=O)[nH]c1=O
#16 CCOC(=O)N(C)c1ccc(C(O)(C(F)(F)F)C(F)(F)F)cc1

screen / no.	9	10	11	12	13	14	15	16
Lamin A splicing	?	-3%	-10%	4%	-3%	.	16%[46 µM]	?
GAA inhib	-3%	-2%[15.4 µM]	2%	0%	5%	-3%	5%	-11%
GAA glycogen mod	-1%	-1%	-24%	1%	0%	-10%	-2%	-2%
HTT aggregate	11%	9%	?	?	0%	19%	-4%[9.22 µM]	-6%
HTT cytoprotect	-10%[10 µM]	7%	-14%	7%[10 µM]	17%	-4%	1%[10 µM]	-1%
CBFb RUNX1 block	6%	-1%	-1%	-3%	7%	-2%	-1%	7%
GAA spleen mod	-6%	-2%	-10%	0%	-2%	-3%	-1%	-3%

#17 Cc1ccc(Cn2c(SCC(=O)NCC3CCCO3)nc3c2c(=O)n(C)c(=O)n3C)cc1 (stereo not drawn)
#18 COc1ccc(-c2nc(NC3=NCCCCC3)sc2C)cc1
#19 CC[C@@H](C)C(NC(=O)OC(C)(C)C)c1cn([C@@H](CCC(=O)OC(C)(C)C)C(=O)N2CCN(C(=O)OC(C)(C)C)CC2)nn1 (stereo partly drawn)
#20 CCNc1ccccc1
#21 COc1ccc(C(=O)NCc2nnc(SC)n2C2CCCCC2)cc1
#22 CN(C)c1ccc(/C=C/C(=O)c2ccc3c(c2)OCCO3)cc1[N+](=O)[O-]
#23 COCCNC(=O)Cn1nc(C(F)(F)F)c(Br)c1C
#24 CCOc1cc(N2CCOCC2)c(OCC)cc1NC(=O)c1ccc(C)s1

screen / no.	17	18	19	20	21	22	23	24
Lamin A splicing	.	-17%[46 µM]	.	.	-7%	?	-11%	.
GAA inhib	7%	-1%	.	.	-5%	-9%	3%	9%
GAA glycogen mod	21%	0%	17%	.	-1%	-4%	3%	5%
HTT aggregate	-17%[9.22 µM]	19%	19%[9.22 µM]	.	-16%	18%	13%	4%[9.22 µM]
HTT cytoprotect	23%[10 µM]	1%[10 µM]	-2%[10 µM]	-16%	16%[10 µM]	16%[10 µM]	-20%[10 µM]	-52%
CBFb RUNX1 block	0%	-8%	10%	0%[21.7 µM]	-5%	?	9%	8%
GAA spleen mod	-21%	-1%	-6%	0%	-17%	-11%	-1%	7%

#25 O=S(=O)(NCC1CCCO1)c1ccc2ccccc2c1 (stereo not drawn)
#26 COCCNC(=O)C1=C(N)C(C(=O)Nc2ccc(C)c(S(=O)(=O)N3CCCCC3)c2)SC1=Nc1ccc(C)cc1C (stereo not drawn)
#27 O=C(NCS(=O)(=O)c1ccccc1)c1ccccc1
#28 COc1ccccc1Cc1nc2ccccc2n1S(=O)(=O)c1ccc(Cl)cc1
#29 Cc1ccc(N(C(=O)c2ccn[nH]2)C(C(=O)NC2CCCC2)c2cccs2)cc1 (stereo not drawn)
#30 COc1cc(OC)cc(C(=O)NCCCN2CCN(CCCNC(=O)c3cc(OC)cc(OC)c3)CC2)c1
#31 CN(C)CCN=Cc1c(O)n(Cc2ccc3c(c2)OCO3)c(=O)c2ccccc12
#32 Cc1ccccc1NC(=O)c1c(C)[nH]c(=S)c(C#N)c1-c1ccco1

screen / no.	25	26	27	28	29	30	31	32
Lamin A splicing	?	?	5%	-10%	.	-4%	.	-6%
GAA inhib	-12%	-16%	-3%	8%	4%	-10%	-3%	1%
GAA glycogen mod	11%	?	0%	11%	16%	3%	-1%	6%
HTT aggregate	4%[9.22 µM]	-10%	-2%	-8%	-5%[9.22 µM]	-2%	12%	21%
HTT cytoprotect	-5%	-16%	3%	8%[10 µM]	-9%	?	-43%[inhibitor]	4%[10 µM]
CBFb RUNX1 block	-1%	-18%	3%	4%	8%	-8%	1%	-13%
GAA spleen mod	4%	-14%	1%	-1%	2%	-3%	0%	-4%

Sorted by heavy-atom count (rising): 3 of the compounds above
#25 O=S(=O)(NCC1CCCO1)c1ccc2ccccc2c1 (stereo not drawn)
#32 Cc1ccccc1NC(=O)c1c(C)[nH]c(=S)c(C#N)c1-c1ccco1
#30 COc1cc(OC)cc(C(=O)NCCCN2CCN(CCCNC(=O)c3cc(OC)cc(OC)c3)CC2)c1

screen / no.	25	32	30
Lamin A splicing	?	-6%	-4%
GAA inhib	-12%	1%	-10%
GAA glycogen mod	11%	6%	3%
HTT aggregate	4%[9.22 µM]	21%	-2%
HTT cytoprotect	-5%	4%[10 µM]	?
CBFb RUNX1 block	-1%	-13%	-8%
GAA spleen mod	4%	-4%	-3%

The list goes on:
#33 CCCOC(=O)c1ccc(Oc2coc3c(CN(CC)CC)c(O)ccc3c2=O)cc1
#34 Fc1cccc(Cl)c1/C=N/Nc1c(Cl)cncc1Cl
#35 O=S(=O)(Cc1ccccc1)NCC1CCCN(Cc2ccc3nonc3c2)C1 (stereo not drawn)
#36 CCCC1(C(=O)OCC)NC(c2ccc(OC)cc2OC)C2C(=O)N(c3ccccc3)C(=O)C21 (stereo not drawn)
#37 Cc1cc(=O)n2[nH]c(CCC(=O)O)nc2n1
#38 COCCOC(=O)c1[nH]c2c(c1C)C(=O)CC(c1ccccc1)C2 (stereo not drawn)
#39 COc1ccc(COC(=O)N/N=C2/C[C@@H](O)[C@@H](O)[C@@H]3[C@@H]4C(=O)N([C@@H](C)c5ccccc5)C(=O)[C@H]4CC[C@@H]23)cc1
#40 Cc1cc(N)n(Cc2cccs2)n1

screen / no.	33	34	35	36	37	38	39	40
Lamin A splicing	?	?	-19%[46 µM]	-15%	.	?	.	.
GAA inhib	14%	-5%	5%	-5%	.	1%	.	8%
GAA glycogen mod	-2%	-1%	20%	3%	3%	2%	.	-7%
HTT aggregate	-2%	?	4%[9.22 µM]	4%	-8%[9.22 µM]	?	.	-25%[9.22 µM]
HTT cytoprotect	.	26%[10 µM]	14%[10 µM]	11%[10 µM]	-9%[10 µM]	-71%[inhibitor][10 µM]	-18%[10 µM]	-42%[10 µM]
CBFb RUNX1 block	22%	10%	0%	-14%	1%	-1%	-6%[13.1 µM]	4%
GAA spleen mod	3%	2%	-23%	-5%	1%	-2%	3%[17.4 µM]	-1%

#41 Cn1c(=O)oc2cc(S(=O)(=O)N3CCCC(C(=O)NCCN4CCOCC4)C3)ccc21 (stereo not drawn)
#42 COc1cccc(-n2nnc3c(=O)n(CC(=O)N4CCC(C)CC4)cnc32)c1
#43 Cc1ccc(-c2nnc(SCC(=O)N/N=C/c3ccccc3C(=O)O)n2-c2ccccc2)cc1
#44 CCOC(=O)C1(C)NC(c2ccc(N(C)C)cc2)C2C(=O)N(c3ccc(OC)cc3)C(=O)C21 (stereo not drawn)
#45 O=C(CN1CCSCC1)c1c[nH]c2ccccc12

screen / no.	41	42	43	44	45
Lamin A splicing	9%	9%	.	9%	-4%
GAA inhib	-1%	-7%	-11%	6%	3%
GAA glycogen mod	11%	5%	5%	-19%	7%
HTT aggregate	-2%	0%	-16%	-10%	-2%[9.22 µM]
HTT cytoprotect	-6%	3%[10 µM]	-26%	1%	12%
CBFb RUNX1 block	0%	0%	-2%	4%	-2%
GAA spleen mod	-1%	11%	-2%	-3%	3%
